# PAX8 inh HTS – inhibitors of PAX8 transcriptional activity in RMG-I cells; RMG-I TPO-luciferase reporter, SteadyGlo, 24 h; inhibition, % at 12.6 µM; hit rate 1.2% among 360,000;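 active means mean replicate inhibition at least 60% with every replicate also reaching 60%; inconclusive means only one of the two criteria is met; inactive means mean below 60% and not all replicates reaching 60%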;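 further: luciferase light reporting Pax8 driven TPO promoter activity; plate controls were median of neutral control wells for no effect and mitoxantrone controls for full effect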
# FN deposit inh – fibronectin deposition inhibition. hit rate 0.086% among 350,000. AH1F fibroblasts, Alexa488-fibronectin deposition fluorescence, overnight. AID 743247. inhibition, % at 12.6 µM;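 active means mean inhibition across replicates of 30% or more, regardless of how many single replicates reach that level; inconclusive means mean under 30% yet at least half of replicates reach 30%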;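 further: positive control wells lacked labelled fibronectin entirely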
#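 Material: AH1F fibroblast monolayer depositing Alexa488-labelled fibronectin into matrix / Amount: 10000 AH1F cells per well / Signal: fluorescence 485/525 nm / Medium: DMEM, 2% serum / Compound: single dose, pinned / Incubation: 1 h cell adhesion before compound, then overnight fibronectin incubation / Reagent: Alexa488-FN, 24 nM final / Read-out: inhibition of fibronectin deposition signal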
# GSIS activator – primary screen for activators of insulin secretion dependent on glucose, INS-1E cells, GLuc reporter luminescence; INS-1E GLuc reporter insulin secretion, 2-3 h; activation, % at 16.6 µM; hit rate 0.61% among 370,000; AID 743287;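 active means lowest replicate activation of at least 40%, so every replicate reaches that level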;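 further: 0% = median of neutral control wells and 100% = median of IBMX positive control wells; some compounds called inactive have numbers as strong as hits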
# CFTR F508del cor – correctors of CFTR F508del function in bronchial epithelial cells. CFBE cells, YFP halide quenching; stimulated with forskolin plus potentiator P3; % fluorescence drop versus neutral controls. activity (quench increase), % at 7.58 µM. hit rate 0.36% among 350,000. AID 720511;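 active means mean added fluorescence quench of at least 8% versus neutral control, with both replicates also reaching 8%; inconclusive means only one of the mean or replicate conditions met; inactive means mean below 8% and not both replicates reaching 8%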;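 further: cells transiently co-express mutant CFTR-F508del with the halide-sensitive YFP; corrector assay measuring rescue of mutant channel to the surface after 24 h compound exposure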
# EWS-Fli block – blocks EWS/Fli oncoprotein-driven transcription | inhibition, % at 12.6 µM | A673 NR0B1-luciferase reporter, viability-normalised | hit rate 0.67% among 350,000;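 active means mean inhibition of at least 50% after viability correction, with every replicate also passing that limit; inconclusive means mean reaches 50% but only one of two replicates passes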;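 further: firefly luciferase signal divided by Alamar Blue viability fluorescence both relative to DMSO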
# miR122 inh – blocks miR-122 activity in Huh7 sensor cells | Huh7 miR-122 Renilla luciferase sensor, 48 h; neutral wells = 0, positive control = 100 | activation (reporter increase), % at 12.5 µM | hit rate 0.3% among 340,000;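 active means mean replicate activation score at least 90 and every replicate individually at or above 90; inconclusive means only one of the two criteria met; inactive means neither criterion met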;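 further: higher luciferase means less miR-122 activity so hits act as miR-122 inhibitors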
# DENV2 CPE – protects cells from dengue virus 2 cytopathic effect; hit rate 1.7% among 350,000; AID 651640; CPE inhibition, % at 9.99 µM; DENV2-infected cells, cytopathic effect rescue, plate reader; in the data active means CPE inhibition above about 20%, passing the limit was not always enough; inconclusive means no clear call, values can overlap the other calls; tested in BHK-21 cells;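 further: 0% = median of neutral control wells and 100% = median of positive control wells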
# Starred values were filed as active, the others as inactive; ? = inconclusive; / = not tested or not shown; [ ] = another dose, or the depositor's remark.
molecule	PAX8 inh HTS	FN deposit inh	GSIS activator	CFTR F508del cor	EWS-Fli block	miR122 inh	DENV2 CPE
C[C@H](O)[C@@H]1C(=O)N2CCc3c([nH]c4cccc(-c5ccccc5)c34)[C@@H]2C[C@@H]1N(C)C(=O)C1CCCCC1	-9	2	-1	0.6	-5	/	-10
COC(=O)/C=C1/N/C(=N\c2nc(C)cc(C)n2)N(c2cccc(C)c2)C1=O	27	-3	13	/	/	5	/
CCOc1ccc2nc(SCc3ccc(CC(=O)O)cc3)c(C#N)cc2c1	11	9	-3	0.2	9	5	-1
O=C(NCc1cccc(Br)c1)C1CC(c2cc(C(F)(F)F)cc(C(F)(F)F)c2)=NO1 (centres undefined)	8	2	-2	-0.6	-1	-4	3
C[C@H](CO)N1C[C@H](C)[C@H](CN(C)C(=O)[C@H]2CCCN2C)OCc2ccccc2-c2ccccc2C1=O	2	10	5	0.2	-3	/	8
O=C(O)[C@H](O)[C@@H](O)C(=O)O	/	/	/	-3.2	7	-27	20
COC(=O)c1cnc(Nc2nc(C(N)Cc3ccccc3)cs2)nc1C(F)(F)F (centres undefined)	-12	-3	/	2.5	11	12	5
CC(C)c1ccc(N2C(=NC(=O)C3CC3)SC3CS(=O)(=O)CC32)cc1 (centres undefined)	-5	-11	14	1.7	/	1	12
CC(=O)c1cc(CCC(=O)NC2CCCCCC2)oc1C	-1	4	5	0.7	-5	1	-9
CCN(CC(=O)Nc1ccccc1C(F)(F)F)C(=O)CSCc1ccc(C)cc1	7	-4	-1	2.0	-26	/	-15
CC/C(=N\NC(=S)Nc1ccc(OC)cc1)c1ccc(OC(F)F)cc1	1	7	-5	/	/	/	/
Clc1ccc(-c2nnc(-c3ccc(Br)o3)o2)c(Cl)c1	/	3	25	/	/	-2	/
Cc1nc2ccccc2c2oc(C(=O)Nc3ccc4c(c3)OCCO4)cc12	-15	-2	-3	0.5	-39	-8	1
C[C@H]1CN([C@@H](C)CO)S(=O)(=O)c2ccc(C#CC3CCCC3)cc2O[C@@H]1CN(C)Cc1cccnc1	98*	9	-3	-1.0	19	38[16.7 µM]	-8
N#Cc1nc(COc2ccccc2)oc1N1CCN(c2cccc(Cl)c2)CC1	3	-9	/	/	/	-3	/
Cc1noc(C)c1S(=O)(=O)Nc1ccc2c(c1)CC(=O)N([C@H](C)CO)C[C@H](C)[C@H](CN(C)S(=O)(=O)c1c(C)noc1C)O2	-7	/	17	-0.3	-5	10[16.7 µM]	10
CCCN1C[C@H](C)[C@@H](OC)CN(C)C(=O)c2ccc(NS(C)(=O)=O)cc2OC[C@H]1C	11	0	14	/	1	1[16.7 µM]	27*
O=C1NCCN1CCNS(=O)(=O)c1cc(C(F)(F)F)cc(C(F)(F)F)c1	2	/	-27	-0.6	-3	9	2
O=C(C1CC1)N1CC2(C1)[C@@H](c1ccccc1)[C@@H](CO)N2S(=O)(=O)c1ccccc1	-8	1	7	2.4	-4	/	6
C[C@H](CO)N1C[C@H](C)[C@H](CN(C)Cc2ccc(Oc3ccccc3)cc2)Oc2ccc(NS(=O)(=O)c3ccc(Cl)cc3)cc2C1=O	/	/	-7	3.6	0	-6[16.7 µM]	?
COc1ccccc1C#Cc1ccc([C@H]2[C@@H](CO)N3CCCCN(CCC(F)(F)F)C[C@H]23)cc1	-12	/	11	0.8	5	-31[16.7 µM]	-12
C[C@H](CO)N1C[C@H](C)[C@@H](CN(C)C(=O)Cc2ccccc2)OCCCC[C@H](C)Oc2ccc(N(C)C)cc2C1=O	-1	/	-8	-1.9	-6	2[16.7 µM]	-7
COc1cc(/C=C(\C#N)C(=O)NC2CCCCC2C)ccc1OS(=O)(=O)c1ccc(C)cc1 (centres undefined)	1	-14	-22	/	/	1	/
COC(=O)[C@]12CCCCC=C1N(Cc1ccccc1)C(=O)[C@H](CC(=O)N1CCCCC1)C2	11	0	-33	-2.0	-3	/	?
COc1cccc(-c2ccc3c(c2)[C@H]2[C@H](CCN2S(=O)(=O)c2ccccc2F)[C@@H](CO)N3)c1	101*	1	-37	2.3	-6	-1[16.7 µM]	1
C#CCN(C(=O)c1ccc(OC2CCN(C(=O)CCOC)CC2)cc1)C1CCCCC1	1	-2	-22	-0.1	3	3	0
Cc1ccc(NC2c3ncccc3C(=O)N2c2ccccc2C)cc1C (centres undefined)	/	-3	-4	/	/	-5	/
CC(C)CNc1oc(-c2ccco2)nc1C#N	2	-8	/	/	/	-8	/
O=C(CSc1cccc2cccnc12)Nc1ccc(S(=O)(=O)N2CCOCC2)cc1	5	1	3	-5.8	1	-3	4
O=C1c2oc3ccc(Cl)cc3c(=O)c2C(c2ccccn2)N1CCCN1CCOCC1 (centres undefined)	-14	/	/	0.5	6	/	7

# (cont.)
molecule	PAX8 inh HTS	FN deposit inh	GSIS activator	CFTR F508del cor	EWS-Fli block	miR122 inh	DENV2 CPE
Cc1ccccc1CSCCNC(=O)c1ccc(N(C)S(=O)(=O)c2ccccc2)cc1	-9	-2	/	/	/	20	/
CCOc1ccc(NC(=O)CN2C(=O)COc3ccc(S(=O)(=O)N4CCCC4)cc32)cc1	-11	-2	-31	1.4	/	/	1
Cc1ccc(S(=O)(=O)Cc2ccc(C(=O)NCCc3ccccc3)o2)cc1	10	-5	-12	-0.5	-5	-1	-6
O=C(COc1ccccc1)NCC(c1ccco1)N1CCCCC1 (centres undefined)	-1	6	-9	1.0	1	5	-2
C[C@@H]1CN([C@@H](C)CO)S(=O)(=O)c2ccc(C#CCN(C)C)cc2O[C@@H]1CN(C)Cc1ccccc1F	/	/	14	1.4	-11	19[16.7 µM]	45*
COc1ccccc1N1CCN(C(=O)c2coc(=O)c(Br)c2)CC1	4	-1	10	0.6	14	-4	1
Cc1ccc2nc(-c3ccccn3)cc(C(=O)NCCc3ccc(F)cc3)c2c1	-4	/	0	-0.3	/	/	4
COc1ccc(NC(=S)N2CCC(NC(=O)c3cccc(F)c3)CC2)cc1	-10	-5	-1	1.4	-8	/	1
CC(C)(C)c1ccc(/C=N/N2CCN(c3ccccn3)CC2)cc1	-7	-7	8	-1.0	3	-2	-1
Cc1cc(N2CCN(Cc3cn(C)nc3-c3cccc(Cl)c3)CC2)cc(C)n1	13	/	1	1.6	58*	/	13
O=S(=O)(c1ccc(Cl)cc1)N1CCC(O)(c2cccnc2)CC1	/	-5	1	/	/	-12	/
CCCc1nnc(SCC(=O)NC2CC2)n1CC	-4	2	24	1.6	5	1	10
C[C@H](NC(=O)C[C@@H]1CC[C@H]2[C@H](COc3ccc(NC(=O)C4CCOCC4)cc3C(=O)N2C)O1)c1ccccc1	-8	-5	-6	-1.8	-8	17[16.7 µM]	3
CC1(C(=O)NCc2ccccc2)CN(S(C)(=O)=O)CC(=O)N1Cc1cccs1 (centres undefined)	1	4	7	-3.0	2	/	0
CN1C(=O)/C(=C/c2ccc(O)c([N+](=O)[O-])c2)N(C)C1=S	13	/	2	1.5	-11	/	0
CCc1cc(C(c2ccccn2)N2CCN(C)CC2)c(NC(=O)c2ccccc2)s1 (centres undefined)	12	11	-5	/	-2	/	?
CC(C)NC(=O)Nc1ccc2c(c1)C(=O)N([C@@H](C)CO)C[C@@H](C)[C@@H](CN(C)C(=O)CCC(F)(F)F)OCCCC[C@H](C)O2	-7	-6	28	0.6	/	4[16.7 µM]	-4
C=CCNC(=O)CN(CCc1ccccc1)S(=O)(=O)c1ccccc1	-8	-7	23	-0.2	5	25	0
COc1ccc(C(=O)Nc2ccc3c(c2)OC[C@H](C)N(C)C[C@H](C)[C@@H](OC)CN(C)C3=O)cc1	4	-29	-15	-3.0	/	/	-7
CCNC(=O)C[C@@H]1CC[C@@H]2[C@H](COC[C@H](O)CN2C(=O)Nc2cccc(OC)c2)O1	/	-11	7	-2.0	/	-3[16.7 µM]	0
CC1CN(C(=O)c2ccccc2C(=O)c2ncc[nH]2)CC(C)O1 (centres undefined)	/	/	9	-0.2	10	-6	-2
Cc1ccc(-c2nnc(SCC(=O)CC(=O)Nc3ccccc3)n2C)cc1	-12	-3	/	/	/	-4	/
O=C(CCn1nc(-c2ccccc2)c2ccccc2c1=O)N1CCN(c2ccccc2)CC1	0	-5	/	/	/	6	/
COc1cccc(CN2CCN(C3CCN(c4ccccc4F)CC3)CC2CCO)c1 (centres undefined)	14	2	-10	-1.4	-9	/	-1
O=C(NCC[C@@H]1CC[C@@H](NS(=O)(=O)Cc2ccccc2)[C@H](CO)O1)C1CCCCC1	1	0	6	-2.7	18	/	6
O=C1NCCN1C(=O)c1ccco1	-7	-3	/	/	/	-2	/
COc1ccccc1-c1ccc2nnc(SCC(=O)N3CCCC3)n2n1	4	2	2	-1.4	-4	/	-4
CCCNC(=O)C[C@@H]1CC[C@@H]2[C@H](COC[C@@H](O)CN2Cc2cccc(F)c2)O1	-4	-1	-3	0.8	1	-3[16.7 µM]	12
O=C(CN1CCOCC1)N1CCCCN2[C@H](CO)[C@@H](c3ccc(-c4ccccc4F)cc3)[C@H]2C1	-18	/	15	-0.2	-10	-4[16.7 µM]	-12
Cc1ccc(S(=O)(=O)CC(=O)NCc2ccc(Cl)cc2)cc1	0	-4	8	4.0	-2	/	3

# (further entries)
molecule	PAX8 inh HTS	FN deposit inh	GSIS activator	CFTR F508del cor	EWS-Fli block	miR122 inh	DENV2 CPE
Cc1cc(C(C)(C)C)ccc1NC(=O)CC(C)(C)CC(=O)O	-28	11	-14	2.3	-8	1	6
Cc1ccccc1C(=O)NCCN1CCC(n2c(=O)[nH]c3ccccc32)CC1	-15	6	/	-5.5	-13	/	2
Cc1cc(C)c(NC(=O)COc2nc3ccccc3nc2C)c(C)c1	18	3	7	-3.1	1	-2	-5
O=C(C1CCC1)N1CCCCN2[C@@H](CO)[C@@H](c3ccc(C#CC4CCCC4)cc3)[C@@H]2C1	-4	/	/	2.1	8	-28[16.7 µM]	4
CCN(CC)C(=O)[C@H]1C[C@H](CC(=O)NCCN2CCOCC2)C(=O)N2CCc3c([nH]c4cc(-c5ccco5)ccc34)[C@]12C	-14	-1	-8	-1.3	-4	/	-6
O=C/C(=C\Nc1ccc(Br)cc1)c1nc2ccccc2o1	7	14	12	-0.8	14	/	2

# Gathered by group: the compounds so far with bromine.
molecule	PAX8 inh HTS	FN deposit inh	GSIS activator	CFTR F508del cor	EWS-Fli block	miR122 inh	DENV2 CPE
O=C(NCc1cccc(Br)c1)C1CC(c2cc(C(F)(F)F)cc(C(F)(F)F)c2)=NO1 (centres undefined)	8	2	-2	-0.6	-1	-4	3
Clc1ccc(-c2nnc(-c3ccc(Br)o3)o2)c(Cl)c1	/	3	25	/	/	-2	/
COc1ccccc1N1CCN(C(=O)c2coc(=O)c(Br)c2)CC1	4	-1	10	0.6	14	-4	1
O=C/C(=C\Nc1ccc(Br)cc1)c1nc2ccccc2o1	7	14	12	-0.8	14	/	2

# Complete entries as entered above:
# Entry for O=C/C(=C\Nc1ccc(Br)cc1)c1nc2ccccc2o1 → PAX8 inh HTS: 7; FN deposit inh: 14; GSIS activator: 12; CFTR F508del cor: -0.8; EWS-Fli block: 14; miR122 inh: /; DENV2 CPE: 2
# Entry for Cc1ccccc1C(=O)NCCN1CCC(n2c(=O)[nH]c3ccccc32)CC1 → PAX8 inh HTS: -15; FN deposit inh: 6; GSIS activator: /; CFTR F508del cor: -5.5; EWS-Fli block: -13; miR122 inh: /; DENV2 CPE: 2
